All columns: NCI-60 one-dose screen, growth in % after 48 h at 10 µM unless noted; 100 = growth as untreated, 0 = no growth, -100 = all killed.
SNB-19 = SNB-19 CNS cancer cells; 81,000 compounds, 2.5% hits
SNB-75 = SNB-75 CNS cancer; 79,000 compounds, 5% hits; AID 1794750
SF-268 = SF-268 CNS cancer cells; AID 1794759; 82,000 compounds, 3.1% hits
HCC-2998 = HCC-2998 colon cancer | 79,000 compounds, 4.7% hits | AID 1794799
SF-295 = SF-295 CNS cancer cells; AID 1794758; 79,000 compounds, 5.6% hits
PC-3 = PC-3 prostate cancer cells; 80,000 compounds, 3.9% hits; AID 1794754
SF-539 = SF-539 CNS cancer; 81,000 compounds, 6.8% hits
U251 = U251 CNS tumor cells. 80,000 compounds, 5.4% hits
Active calls of the source: *; . = no result given. Rule for the calls: active = growth percent below 10; inactive = the rest.

Screens in order – SNB-19, SNB-75, SF-268, HCC-2998, SF-295, PC-3, SF-539, U251
#1 Cc1nn(-c2ccc(Cl)cc2)c2c1C(c1ccc(-c3ccccc3)cc1)C(C#N)=C(N)O2 (stereo not drawn)
  98, 82, 97, 98, 107, 93, 96, 90
#2 C=COC(=O)CCOCC(CC)CCCC (stereo not drawn)
  104, 97, 100, 105, 102, 98, 105, 102
#3 C[C@]12CCC(=O)C=C1[C@@H](O)C[C@@H]1[C@@H]2[C@@H](O)C[C@@]2(C)[C@H]1CC[C@]2(O)C(=O)CO
  106, 117, 94, 101, 115, 93, 92, 111
#4 Cn1cc(-c2nn3c(=O)cc(-c4ccccc4)nc3s2)c2cc(Cl)ccc21
  90, 92, 93, 114, 102, 94, 84, 95
#5 O=C1c2cccnc2C(=O)c2c1c(C(=O)OCCCN1CCCCC1)c1ccccn21
  -38*, -89*, -15*, -36*, -14*, -18*, -9.5*, -31*
#6 C=CCn1cc(-c2nc3ccc(C(=C(C#N)C#N)c4ccccc4)cc3[nH]2)c2cc(-c3ccc4ccccc4c3)ccc21
  105, 82, 100, 121, 102, 91, 95, 105
#7 COc1cc(/C=C/C(=O)CC(=O)/C=C/c2ccc(OC(=O)C3C4CC5CC(C4)CC3C5)c(OC)c2)ccc1OC(=O)C1C2CC3CC(C2)CC1C3 (stereo not drawn)
  106, 107, 104, 99, 99, 83, 108, 111
#8 Cc1ccc(-c2cn3c(nc4ccccc43)c(-c3ccc(Cl)cc3)n2)cc1
  105, 75, 95, 79, 283, 108, 102, 110
#9 Cc1ncc(C[n+]2csc(CCBr)c2C)c(N)n1
  99, 90, 102, 113, 91, 105, 105, 100
#10 CSc1nc2ccc(C)cc2cc1Cc1cc(-c2ccccc2)n[nH]c1=O
  97, 94, 94, 107, 95, 79, 107, 95
#11 O=C1c2ccccc2N=C(N/N=C/c2ccncc2)[C@@H]2CCCN12
  99, 96, 99, 109, 102, 100, 101, 101
#12 CN(C)CCOC(=O)c1ccccc1
  103, 89, 100, 106, 102, 83, 94, 96
#13 CC1SC(c2ccc(Cl)cc2)N(NC(=O)c2cccnc2)C1=O (stereo not drawn)
  92, 94, 89, 103, 76, 82, 96, 93
#14 O=C1CCCN1CO
  103, 95, 113, 100, 106, 101, 97, 106
#15 CC(=O)Cc1ccccn1
  114, 104, 99, 111, 84, 95, 100, 93

(listing goes on)
Screens in order – SNB-19, SNB-75, SF-268, HCC-2998, SF-295, PC-3, SF-539, U251
#16 CCOc1ccccc1-n1c(C2=C(O)c3ccccc3C2=O)nnc1-c1ccccc1
  94, 95, 98, 112, 99, 92, 102, 95
#17 O=c1cc(-c2ccccc2)nc2sc(-c3c[nH]c4ccc(F)cc34)nn12
  77, -38*, 83, 83, 83, 65, 68, 58
#18 NCCCNCCNCCCN
  102, 56, 110, 99, 99, 103, 100, .
#19 COc1cccc(-c2nc3sccn3c2-c2ccnc(NCCNS(=O)(=O)c3cccc(F)c3)c2)c1
  59, 27, 38, 52, 16, 14, 71, 45
#20 CCOC(=O)C(C)C(O)c1ccccc1 (stereo not drawn)
  100, ., 107, 101, 100, 95, 115, 99
#21 c1ccc(Cc2ccccc2)cc1
  104, 99, 107, 106, 110, 83, 94, 103
#22 COc1cc(CN(Cc2ccccc2)c2c(NC3CCCCC3)oc(=O)c3ccccc23)cc(OC)c1OC
  91, 90, 107, 97, 98, 93, ., 94
#23 CC(=O)Nc1ccccc1O
  96, 82, 101, 109, 114, 96, 103, 104
#24 CCOC(CCCCCOCc1ccccc1)OCC
  103, 87, 100, 108, 101, 98, 97, 98
#25 CCOC(=O)c1c(C)nc(Nc2nc3ccccc3s2)nc1-c1ccc(Cl)cc1Cl
  98, 97, 97, 94, ., 93, 105, 99
#26 Cc1cccc(C)c1NC(=S)NC(=O)c1cccc(Cl)c1
  104, 82, 118, 103, 113, 79, 100, .
#27 O=C(COc1ccccc1)Oc1c(Cl)c(Cl)c(Cl)c(Cl)c1Cl
  105, 92, 95, 90, 95, 86, 100, 96
#28 COc1cc2c(cc1OCCCCCCN1CCN(c3ncnc4ccccc34)CC1)N=CC1CCCN1C2=O (stereo not drawn)
  17, -47*, -2.3*, ., -46*, -23*, -56*, 0.0*
#29 O=C(O)c1ccc(-n2cc(CO)c(-c3ccc(F)cc3F)n2)cc1
  113, 85, 94, 105, 93, 98, 91, 107
#30 CC(=O)OC1CC2C3CCC4C[C@@H](NC(=O)C=C(C)C)CC[C@]4(C)C3CC[C@]2(C)[C@H]1C(C)N(C)C (stereo partly drawn)
  49, 8.5*, -63*, -52*, -38*, 13, -76*, 12

Further entries:
Screens in order – SNB-19, SNB-75, SF-268, HCC-2998, SF-295, PC-3, SF-539, U251
#31 Cc1cc2ncn(CO)c2cc1C
  102, 84, 108, 102, 97, 99, 100, 97
#32 O=C(OC(=Nc1ccccc1)c1nccc2ccccc12)c1ccccc1
  106, 67, 93, 101, 98, 80, 102, 89
#33 O=C(/C=C/c1cc(CN2CCOCC2)c(O)c2ncccc12)c1cc(CN2CCOCC2)c(O)c2ncccc12
  21, 32, 30, 37, 15, 24, 15, 3.4*
#34 [2H]C([2H])([2H])Oc1cc(F)ccc1/C=C/C(=O)/C=C(/C=C/c1ccc(F)cc1OC([2H])([2H])[2H])OB(F)F
  57, 81, 57, 56, 59, 44, 93, 32
#35 O=C(Nc1ccc(-c2n[nH]c(=S)n2/N=C/c2ccc(Br)cc2)cc1)c1cccnc1
  99, 98, 95, 116, 100, 102, 99, 104
#36 Cc1ccc(C)c(NC(=O)c2ccccc2C(=O)O)c1
  104, 81, 103, 111, 97, 102, 102, 103
#37 COc1ccc(-c2ccc(NC(=O)Nc3cccc(C(F)(F)F)c3)c(C)n2)cc1OC
  79, 67, 76, 84, 65, 27, 77, 64
#38 NS(=O)(=O)c1ccc(CCn2c(SCc3ccc(Cl)cc3)nc3ccccc3c2=O)cc1
  88, 84, 91, 105, 102, 100, 105, 93
#39 O=C(Cc1nc2cc(Cl)c(Cl)cc2nc1CC(=O)c1ccccc1)c1ccccc1
  ., 70, 79, 93, 70, 59, 62, 87
#40 CC(Br)CCON1C(=O)c2ccccc2C1=O (stereo not drawn)
  99, 84, 117, 112, 90, 98, 109, 89
#41 Cc1ccc(C2NC(=S)NC=C2C(=O)c2cc3ccccc3oc2=O)cc1 (stereo not drawn)
  91, ., 101, 116, 94, 90, 96, 100
#42 O=C(/C=C\c1ccccc1)CCN1CCCC1
  110, 87, 94, 102, 93, 99, 97, 93
#43 COc1ccc(N2CCN(S(=O)(=O)c3oc(-c4ccccc4)nc3C#N)CC2)cc1
  92, 93, 102, 100, 104, 92, 68, 88
#44 Oc1c(Cl)cc(Cl)cc1C1N=NC2=C(CCCC2)N1O (stereo not drawn)
  91, 66, 77, 107, 92, 76, 95, 83
#45 O=C(/C=C/c1ccc(O)cc1)OCCCc1ccc(O)cc1
  93, 72, 91, ., 88, 76, 84, 91

Part of the list above in another layout:
[13] CC1SC(c2ccc(Cl)cc2)N(NC(=O)c2cccnc2)C1=O (stereo not drawn)
[14] O=C1CCCN1CO
[15] CC(=O)Cc1ccccn1
[16] CCOc1ccccc1-n1c(C2=C(O)c3ccccc3C2=O)nnc1-c1ccccc1
[17] O=c1cc(-c2ccccc2)nc2sc(-c3c[nH]c4ccc(F)cc34)nn12
[18] NCCCNCCNCCCN
[19] COc1cccc(-c2nc3sccn3c2-c2ccnc(NCCNS(=O)(=O)c3cccc(F)c3)c2)c1
[20] CCOC(=O)C(C)C(O)c1ccccc1 (stereo not drawn)
assay / entry,13,14,15,16,17,18,19,20
SNB-19,92,103,114,94,77,102,59,100
SNB-75,94,95,104,95,-38*,56,27,.
SF-268,89,113,99,98,83,110,38,107
HCC-2998,103,100,111,112,83,99,52,101
SF-295,76,106,84,99,83,99,16,100
PC-3,82,101,95,92,65,103,14,95
SF-539,96,97,100,102,68,100,71,115
U251,93,106,93,95,58,.,45,99

[21] c1ccc(Cc2ccccc2)cc1
[22] COc1cc(CN(Cc2ccccc2)c2c(NC3CCCCC3)oc(=O)c3ccccc23)cc(OC)c1OC
[23] CC(=O)Nc1ccccc1O
[24] CCOC(CCCCCOCc1ccccc1)OCC
[25] CCOC(=O)c1c(C)nc(Nc2nc3ccccc3s2)nc1-c1ccc(Cl)cc1Cl
[26] Cc1cccc(C)c1NC(=S)NC(=O)c1cccc(Cl)c1
[27] O=C(COc1ccccc1)Oc1c(Cl)c(Cl)c(Cl)c(Cl)c1Cl
[28] COc1cc2c(cc1OCCCCCCN1CCN(c3ncnc4ccccc34)CC1)N=CC1CCCN1C2=O (stereo not drawn)
assay / entry,21,22,23,24,25,26,27,28
SNB-19,104,91,96,103,98,104,105,17
SNB-75,99,90,82,87,97,82,92,-47*
SF-268,107,107,101,100,97,118,95,-2.3*
HCC-2998,106,97,109,108,94,103,90,.
SF-295,110,98,114,101,.,113,95,-46*
PC-3,83,93,96,98,93,79,86,-23*
SF-539,94,.,103,97,105,100,100,-56*
U251,103,94,104,98,99,.,96,0.0*

[29] O=C(O)c1ccc(-n2cc(CO)c(-c3ccc(F)cc3F)n2)cc1
[30] CC(=O)OC1CC2C3CCC4C[C@@H](NC(=O)C=C(C)C)CC[C@]4(C)C3CC[C@]2(C)[C@H]1C(C)N(C)C (stereo partly drawn)
assay / entry,29,30
SNB-19,113,49
SNB-75,85,8.5*
SF-268,94,-63*
HCC-2998,105,-52*
SF-295,93,-38*
PC-3,98,13
SF-539,91,-76*
U251,107,12
